From PubChem BioAssay
AMA1-RON2 inh – qHTS for Inhibitors of AMA1-RON; Towards Development of Antimalarial Drug Lead: Primary Screen; Plasmodium falciparum AMA1 (3D7) - RON2 peptide interaction; AlphaScreen AMA1-biotinylated RON2 peptide binding; Potency, µM (series often up to 58.2 µM), without a hit: at the top dose activity change, negative = inhibition, usual class: inhibitors; actives 0.2% (n = 360,000);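 also: potency is read from the fitted curve at half-maximal effect; 0% = vehicle wells and -100% = peptide control; nearly all actives have a fitted effect of over 45% in size; some results filed as inactive show a strong effect at the top dose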
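AMA1 (3D7) with his tag at 25 nM final met compounds first, then biotinylated RON2 peptide at 25 nM; detection used donor plus acceptor beads, 10 µg/mL apiece, read by AlphaScreen after 30 min at room temperature.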
HCMV antiviral – qHTS Assay for inhibitors of the human cytomegalovirus (HCMV). actives 4.5% (n = 410,000). HFF cells, HCMV-luciferase reporter, 72 h; active compounds read low. activity change, negative = inhibition, % at 57.5 µM; in the data active = activity change below about -60%; inconclusive = no clear call, values can overlap the other calls; inactive = above about -39%
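Human foreskin fibroblasts infected with luciferase-reporter HCMV at MOI 1 PFU/cell, compounds at two doses. Luciferase measured 72 h post infection; normalized to buffer-only basal and Salinomycin (10uM) controls.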
AmpC detergent – qHTS Inhibitors of AmpC Beta-Lactamase (assay with detergent) | AID 485294, 2010 | P00811 | actives 0.041% (n = 370,000) | Potency, µM (titrated, usually from 114 µM), for the others: top-dose activity change, negative = inhibition, actives largely listed as inhibitors | AmpC hydrolysis of nitrocefin, absorbance 480 nm, 0.01% Triton;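 also: potency is read from the fitted curve at half-maximal effect; 0% = no-compound wells and -100% = no-enzyme wells; nearly all actives have a fitted effect of over 25% in size; some results filed as inactive show a strong effect at the top dose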
Target sequence (P00811 whole entry, looked up): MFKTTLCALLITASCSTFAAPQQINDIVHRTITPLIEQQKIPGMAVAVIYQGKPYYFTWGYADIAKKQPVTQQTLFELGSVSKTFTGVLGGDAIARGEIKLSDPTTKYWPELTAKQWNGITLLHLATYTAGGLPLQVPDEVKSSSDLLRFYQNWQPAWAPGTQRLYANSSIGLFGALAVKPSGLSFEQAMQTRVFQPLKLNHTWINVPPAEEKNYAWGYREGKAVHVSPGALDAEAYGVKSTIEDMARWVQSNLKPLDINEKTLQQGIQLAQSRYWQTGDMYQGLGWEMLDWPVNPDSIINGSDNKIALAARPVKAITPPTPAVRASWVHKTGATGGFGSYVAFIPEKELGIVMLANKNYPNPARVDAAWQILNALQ
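20 mM phosphate pH 7.0 + 0.01% (detergent screen) or 0.0001% Triton X-100; 5.3 nM AmpC reagent; cpd preinc 15 min RT; nitrocefin (800 uM stock) to start; A480 q20 s × 4 min; Activity was normalised to no-enzyme and no-compound control wells.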
HCV inh – qHTS Assay for Inhibitors of Hepatitis C Virus (HCV) | Huh7.5.1 HCVcc-Cre infection, luciferase reporter, 44 h | Potency, µM (top dose mostly 41.8 µM), inactives show at the highest dose activity change, negative = inhibition, actives largely listed as inhibitors | actives 3.4% (n = 340,000) | AID 651820, 2012; also: potency is read from the fitted curve at half-maximal effect
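Luciferase read-out (15 sec integration) after a 15 min room-temperature substrate step quantifies HCVcc-Cre infection. Cells, 1,000 per well, had compound added 4 h post-plating, then virus at ~0.5 moi, and were cultured 44 h.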
Giardia FBPA inh – qHTS Assay for Inhibitors of Fructose-1,6-bisphosphate Aldolase from Giardia Lamblia; A8B2U2; purified Giardia FBPA; Potency, µM (highest dose often 59.6 µM), for the others: at the top dose activity, negative = inhibition, hits mostly inhibitors; actives 0.71% (n = 290,000); also: potency is read from the fitted curve at half-maximal effect; nearly all actives have a fitted effect of over 55% in size
Target sequence (A8B2U2 whole entry, looked up): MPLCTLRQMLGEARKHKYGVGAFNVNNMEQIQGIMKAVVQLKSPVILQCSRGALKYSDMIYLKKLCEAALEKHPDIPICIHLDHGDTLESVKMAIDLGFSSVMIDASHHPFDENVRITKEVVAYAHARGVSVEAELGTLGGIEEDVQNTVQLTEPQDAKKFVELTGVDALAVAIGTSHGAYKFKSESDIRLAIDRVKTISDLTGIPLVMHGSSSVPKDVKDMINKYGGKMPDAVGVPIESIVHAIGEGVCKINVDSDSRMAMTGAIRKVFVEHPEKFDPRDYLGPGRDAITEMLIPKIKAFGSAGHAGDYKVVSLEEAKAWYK
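40 nM FBPA preincubated 10 min at RT with compound (up to 57.5 uM final), then substrate plus GAPDH/TPI/NAD/arsenate coupling and diaphorase/resazurin added. Fluorescence read after 20 min at RT, 525/598 nm.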
Sm TGR inh – qHTS Assay for the Inhibitors of Schistosoma Mansoni Peroxiredoxins. Schistosoma mansoni thioredoxin glutathione reductase (TGR), Q962Y6. purified TGR, DTNB reduction, TNB absorbance 405 nm. Potency, µM (doses to about 114 µM), inactives show top-dose activity change, negative = inhibition, usual class: inhibitors. actives 3% (n = 360,000); also: potency is read from the fitted curve at half-maximal effect; nearly all actives have a fitted effect of over 60% in size
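First, TGR (20 nM dispensed) and NADPH were mixed with compound. Second, a 15 min room-temperature incubation followed. Third, further NADPH and then DTNB were added to start the reaction. Finally, TNB absorbance was monitored kinetically.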
Active calls of the source: *; ? = inconclusive; nt = not tested or not shown; [ ] = dose if it differs, or a comment. Unless noted, calls follow the shape of the dose curve; as a rule, active = well fitted curve in the direction sought with a large enough effect; inconclusive = small, poorly fitted or top-dose-only effect, or another doubt; inactive = no such curve, though single readings can be large; an effect the other way counts as inactive or inconclusive. Unless noted, % is scaled to controls: 0 for no effect and ±100 for the full control effect.

SMILES	AMA1-RON2 inh	HCMV antiviral	AmpC detergent	HCV inh	Giardia FBPA inh	Sm TGR inh
Cn1c(=O)c([N+](=O)[O-])c(NCC(O)c2ccccc2)c2ccccc21 (configuration not stated)	-14%[2.32 µM]	-39	?	-12%	-1%	-11%
O=C(O)CCC(=O)N1CCN(c2ccccn2)CC1	-16%	-13	3%	50%[activator]	0%	?
CC(C)(C)C(=O)Nc1ccccc1C(=O)NCc1ccco1	0%	-6	-1%	-15%	2%	-29%
CC(C)(C)NC(=O)C(c1ccc(O)cc1)N(C(=O)CCC(=O)Nc1nccs1)c1cccc(F)c1 (configuration not stated)	-5%	4	-6%	-6%	-4%	6%
COc1cc(Cl)c(C)cc1NC(=O)CCc1c(C)nc2cc(-c3cccc(F)c3)nn2c1C	nt	-16	-9%	nt	nt	-7%
CN(C)C(=O)C1Cc2ccccc2CN1S(=O)(=O)c1cccs1 (configuration not stated)	2%	-8	6%	4%	4%	0%
CC(C)(C)c1ccc(C2SCC(=O)N2c2cccc(C(=O)O)c2)cc1 (configuration not stated)	1%	26	-1%	16%	19%	-5%
CC(=O)Nc1ccc(S(=O)(=O)NCC2CCCO2)cc1 (configuration not stated)	-3%	26	nt	22%	nt	nt
O=C(NC1CCN(Cc2ccccc2)CC1)c1cccc(S(=O)(=O)Nc2cc(C(F)(F)F)ccc2Cl)c1	-7%	-9	-10%	15%	13%	-8%
CC1CCN(C(=O)c2ccccc2SCC(=O)NCC2CCCCC2)CC1	3%	5	-14%	-14%	nt	-3%
C=CCOc1c(Br)cc(CNc2ccc(NC(=O)CCC)cc2)cc1OCC	-17%	25	?	?	1%	-15%
CCOc1ccc2nc(SCC(=O)N3CCCCCC3)c(C#N)cc2c1	3%	51	?	7.9µM*	?	5%
O=C1CCCN1c1cc(Cl)cc(Cl)c1	16%	-37	0%	?	1%	-7%
Cc1ccc(C(C)C)c(OCc2nnc3n2CCCCC3)c1	17%	8	8%	-5%	3%	4%
O=C(CSc1nc2ncc(Cl)cc2[nH]1)NCC(=O)Nc1ccc(F)c(F)c1F	-5%	-22	7%	7%	?	2%
CCC(C)Sc1oc(-c2ccco2)nc1S(=O)(=O)c1ccc(C)cc1 (configuration not stated)	nt	-16	28%	nt	nt	15%
COCCCNc1oc(-c2ccccc2Cl)nc1C#N	-6%	-33	1%	-16%	3%	1%
CSc1cccc(Nc2cc(C(=O)NCCCN(C)c3ccccc3)c3ccccc3n2)c1	nt	12	7%	nt	nt	6%
CCCCCCCCNC(=O)CC(NS(=O)(=O)c1ccc(NC(C)=O)cc1)C(C)C (configuration not stated)	-17%	-16	?	15%	-1%	-8%
CCOC(=O)N1CCN(C(=O)Cc2ccc(-n3c(=O)[nH]c4ccccc4c3=O)cc2)CC1	-3%	9	1%	19%	0%	4%
CC(=O)NS(=O)(=O)c1ccc(N2C(=O)CC(Sc3nccc(C)n3)C2=O)cc1 (configuration not stated)	0%	2	-14%	15%	-3%	-2%
Cc1c(CC(=O)N2CCCCC2)c(=O)oc2c(C)c(O)ccc12	nt	-5	-7%	nt	nt	6%
COc1ccc(CNC(=O)c2ccc3oc(C(C)C)nc3c2)cc1	-4%	55	-2%	0%	nt	-3%
CCOc1ccc(NC(=O)COC(=O)c2cc(C)oc2C)cc1	-9%[11.6 µM]	28	nt	?	nt	nt
Cc1nc(C)c(C(=O)C2=C(O)C(=O)N(CCN(C)C)C2c2ccco2)s1 (configuration not stated)	-6%	2	-4%	-1%	-6%	-19%
Cc1[nH]c2ccccc2c1C(c1ccncc1)N1CCCCC1 (configuration not stated)	7%	18	-3%	-16%	2%	1.8µM*
CCN(CC)C(=O)COc1ccc(-c2nnc(N3CCCCC3)c3ccccc23)cc1	2%	-31	?	?	12%	-6%
CCCCC[C@H](O)/C=C/C1C(=O)C=C[C@H]1C/C=C\CCCC(=O)OC (some centres not stated)	1%	-110*	nt	?	nt	nt
COc1cccc(/C=N/N2CCN(c3ccccc3OC)CC2)c1	?	61	3%	-11%	-1%	-1%
CC(NC(=O)COC(=O)c1ccc(Br)o1)c1ccccc1 (configuration not stated)	-12%	-18	8%	-5%	nt	-17%

Record cards (already shown). Values in the order: AMA1-RON2 inh, HCMV antiviral, AmpC detergent, HCV inh, Giardia FBPA inh, Sm TGR inh
Entry for CCCCC[C@H](O)/C=C/C1C(=O)C=C[C@H]1C/C=C\CCCC(=O)OC (some centres not stated) = 1%, -110*, nt, ?, nt, nt
Entry for CC(NC(=O)COC(=O)c1ccc(Br)o1)c1ccccc1 (configuration not stated) = -12%, -18, 8%, -5%, nt, -17%
Entry for O=C(NC1CCN(Cc2ccccc2)CC1)c1cccc(S(=O)(=O)Nc2cc(C(F)(F)F)ccc2Cl)c1 = -7%, -9, -10%, 15%, 13%, -8%

The main list resumes; the four compounds before the break are reprinted first.
SMILES	AMA1-RON2 inh	HCMV antiviral	AmpC detergent	HCV inh	Giardia FBPA inh	Sm TGR inh
CCN(CC)C(=O)COc1ccc(-c2nnc(N3CCCCC3)c3ccccc23)cc1	2%	-31	?	?	12%	-6%
CCCCC[C@H](O)/C=C/C1C(=O)C=C[C@H]1C/C=C\CCCC(=O)OC (some centres not stated)	1%	-110*	nt	?	nt	nt
COc1cccc(/C=N/N2CCN(c3ccccc3OC)CC2)c1	?	61	3%	-11%	-1%	-1%
CC(NC(=O)COC(=O)c1ccc(Br)o1)c1ccccc1 (configuration not stated)	-12%	-18	8%	-5%	nt	-17%
Cc1noc(C)c1COC(=O)CCCOc1ccc(Cl)cc1Cl	17%	21	-5%	2%	-10%	-2%
O=c1[nH]c(=S)[nH]c(O)c1N=Nc1cccc(S(=O)(=O)N2CCOCC2)c1	9%	?	-14%	6%	-29%	-3%
CCOC(=O)Cn1nc(/C=C/c2ccc(C)cc2)ccc1=O	4%	-27	-1%	0%	-6%	-14%
COc1ccc(Br)cc1C(=O)N/N=C/c1ccc2c(c1)n(C)c(=O)n2C	-2%	?	-2%	-9%	-1%	-2%
CCn1c(SC(C)C)nnc1C1CCN(S(=O)(=O)c2ccc(OC)cc2)CC1	1%	-7	2%	2%	0%	10%
O=C(NC1CCCCC1)C(c1ccc2ncccc2c1)N(Cc1ccc(F)cc1)C(=O)c1cccs1 (configuration not stated)	-6%	-27	?	?	-3%	1%
Cc1ccc2nc(Nc3ccc(Cl)cc3)c3nncn3c2c1	9%	109	3%	-16%	17%	-1%
O=C(Nc1ccc(N2CCOCC2)cc1)C1CC(O)CN1S(=O)(=O)c1ccc(Cl)cc1 (configuration not stated)	-2%	14	3%	20%	3%	-2%
COc1ccccc1-n1c(-c2ccc(F)cc2)coc1=O	1%	nt	2%	7%	3%	1%
Cc1ccc2cc3cc(C(=O)NCCN4CCOCC4)oc3nc2c1	6%	61	?	-29%	0%	3%
Cn1c(=O)[nH]c(=O)c2c1nc(N1CCOCC1)n2CC(=O)c1ccccc1	14%	19	0%	-8%	10%	10%
CCOc1ccc(-c2cc(NC(=O)Nc3ccccc3Cl)c(C(=O)OC)s2)cc1	nt	26	19%	nt	nt	18%
O=C(CN(Cc1cccs1)C(=O)CCC(=O)Nc1ccccn1)NCc1ccccc1	-21%	-24	1%	-2%	1%	0%
Cn1c(=O)c2c(ncn2CC(=O)N/N=C/c2cn[nH]c2-c2ccc(F)cc2)n(C)c1=O	14%	-27	-2%	5%	-1%	83%[activator]
CC(=O)C1=C(C)N(c2ccccc2)C(=O)C1(NS(=O)(=O)c1ccc(N)cc1)C(F)(F)F (configuration not stated)	-23%	11	?	24%	1%	6%
O=Nc1c2cc(-c3ccccc3)[nH]nc-2c2ccccc12	-27%	18	-9%	?	-1%	-4%
CCOc1ccccc1C(=O)Nc1c(C(=O)Nc2ccc(F)cc2)oc2ccccc12	nt	-62*	4%	nt	nt	-4%
O=C(CN(Cc1ccccc1)C(=O)CNS(=O)(=O)c1ccc(F)cc1)NCc1ccco1	-9%	-23	2%	-3%	nt	4%
CCC(C(=O)N1C[C@H]2C[C@@H](C1)c1cccc(=O)n1C2)c1ccccc1 (some centres not stated)	0%	4	?	15%	7%	9%
Fc1ccc(C(OCCN2CCCC2)c2ccc(Br)cc2)cc1 (configuration not stated)	-8%	7	-3%	?	-4%	5%
Cc1ccc(S(=O)(=O)NCc2ccc(C(=O)NC3CCCCC3)cc2)cc1	-3%	17	0%	-4%	nt	2%
O=C(COc1cc2oc(=O)c3c(c2cc1Cl)CCCC3)N1C[C@H]2C[C@@H](C1)c1cccc(=O)n1C2	1%	-4	7%	14%	-1%	6%
Cc1c(C(=O)NNC(=O)c2ccncc2)oc2ccccc12	18%	-19	2%	-12%	nt	-2%
CCn1c(=O)cc(SCC(=O)NCc2cccc(Cl)c2)c2ccccc21	nt	-36	?	nt	nt	-6%
O=C(N/N=C/c1ccc2c(c1)OCO2)C(=O)Nc1ccccc1Cl	0%	4	-3%	1%	nt	7%
CCn1c(SCC(=O)NC2CC2)nnc1-c1ccc(F)cc1	-1%	22	2%	13%	nt	0%
Cc1ccc(N2CCN(/N=C/C3=C(N4CCOCC4)C(=C\c4ccccc4)/CC3)CC2)cc1	-6%	nt	-14%	12%	6%	-16%
CCOc1ccc(N2C(=O)C3ON(c4ccccc4)C(c4cccs4)C3C2=O)cc1 (configuration not stated)	-11%	6	0%	-5%	6%	-19%
CCCNc1c(N)c(=O)c1=O	4%	19	9%	-2%	2%	1%
COc1ccc2c(c1)SC(C)CC2=O (configuration not stated)	23%	-2	-2%	-25%	0%	-2%
CSc1ccc(CNCCCN(C)C)cc1	5%	-39	-9%	5µM*	-10%	-3%
O=C(N/N=C/c1ccsc1)c1c[nH]c2ccccc12	-8%	78	-7%	28%	-3%	0%
COc1cc(/C=C(\C#N)C(=O)Nc2ccc(C(=O)O)cc2)ccc1OC(=O)c1cccc(F)c1	2%	2	-9%	-9%	-6%	-12%
CCOC(=O)c1nc(Nc2ccc(C(=O)O)cc2)c2ccccc2n1	-4%	8	1%	7%	-21%	0%
COc1ccc(C[C@H](N)C(=O)N[C@H]2[C@@H](O)[C@H](n3cnc4c(N(C)C)ncnc43)O[C@@H]2CO)cc1	26%	-98*	-8%	0.32µM*	nt	-2%
COC(=O)c1ccccc1NC(=O)COC(C)=O	-3%	0	-22%	0%	2%	?
c1ccc(N/N=C(\Cc2nc3ccccc3[nH]2)c2ccccc2)cc1	76%[activator]	31	-7%	-9%	-4%	-2%
Cc1ccc2nc(NC(=O)C3CCN(S(=O)(=O)c4cccs4)CC3)sc2c1	-12%	-94*	6%	13µM*	-2%	1%
CCc1cc(=O)n2c([nH]c3ccccc32)c1C#N	31%[activator]	44	-3%	13%	-25%	-17%
O=C1OCCC1Sc1nc2ccccc2c(=O)n1Cc1ccc(F)cc1 (configuration not stated)	65%[activator]	-21	-11%	12%	1%	2%

The order is random; about 9.3% have a hit in one of these screens.
